APJ agonist: APJ receptor agonism. P35414. CHO-K1 APJ PathHunter beta-arrestin, luminescence; 0% DMSO wells, 100% apelin. activation, % at 20 µM. 330,000 compounds, 0.11% hits;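 active = activation more than six SD over the plate average, tested at 20 µM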;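 note: 0% = DMSO alone and 100% = apelin-13 at 10 nM; some results filed as inactive read as strong as hits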
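Assay system – PathHunter CHO-K1 APJ (AGTRL-1) beta-arrestin reporter cells · Compound – one dose, 20 µM compound, 1% DMSO · Timing – compound 90 min 25 °C, reagent 1 h · Measured by – luminescence from split beta-galactosidase complementation, Galacton Star/Emerald II substrate · Measure – beta-arrestin recruitment to APJ as agonist activity, luminescent signal · Benchmarks – DMSO vs Apelin-13 10 nM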
tim23-1 inh: inhibits growth of tim23-1 mutant yeast; S. cerevisiae tim23-1 growth, BacTiter-Glo luminescence, 24 h; inhibition, % at 20 µM; 330,000 compounds, 1.3% hits; AID 463212;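 active = growth inhibition of the mutant yeast at or above 50%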;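 note: temperature-sensitive mutant grown at 25 °C; plate controls were DMSO-treated mutant yeast for no effect and medium wells lacking yeast for full effect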
CHOP UPR activ: activators of apoptotic arm of unfolded protein response (CHOP); CHO-CHOP luciferase reporter, UPR activation, luminescence; percent of tunicamycin response over DMSO baseline; activation, % at 10 µM; 330,000 compounds, 0.34% hits; AID 449763;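 active = at 10 µM dose, activation of 40% or more, normalized to positive control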;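 note: 100% = tunicamycin at 10 µg/mL and 0% = DMSO alone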
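Evaluation: % reporter activation, DMSO baseline versus tunicamycin full activation; System: CHO-CHOP luciferase reporter cell line; Input: 500 cells/well; Incubation: 6 h compound treatment, 37 °C; Measured by: Steady-Glo luciferase luminescence; Dosing: one dose, 10 µM in 0.5% DMSO; Buffer or medium: F12 medium, 10% FBS; Benchmarks: positive tunicamycin 10 µg/mL, negative DMSO alone.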
697 NFkB inh: inhibitors of the PMA/ionomycin-induced NF-kB reporter in 697 B cells; 697 B-cell NF-kB luciferase reporter, 16 h; inhibition, % at 4 µM; 330,000 compounds, 0.33% hits; in the data active = inhibition above about 35%
APJ antagonist: blocks the human apelin receptor APJ. CHO-K1 APJ beta-arrestin complementation, luminescence. inhibition, % at 20 µM. 330,000 compounds, 0.32% hits. P35414;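 active = inhibition above about 40% at 20 µM, limit read from the data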;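 note: cells challenged with 10 nM apelin-13 agonist together with compound; plate controls were apelin-13 plus DMSO wells for no effect and DMSO wells lacking apelin-13 for full effect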
Jurkat NFkB inh: lowers PMA/ionomycin-induced NF-kB signal in Jurkat cells; PMA/ionomycin-induced NF-kB luciferase reporter, luminescence; 330,000 compounds, 0.53% hits; AID 435003; inhibition, % at 4 µM; in the data active = inhibition above about 50%
Mdm2-MdmX inh: disrupts the human Mdm2-MdmX interaction. O15151+Q00987. SaOS-2 split-luciferase Mdm2/MdmX complementation, luminescence. inhibition, % at 8 µM. 330,000 compounds, 3% hits;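 active = inhibition of at least 50% at 8 µM in the primary screen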
Target sequence (O15151 whole entry, looked up): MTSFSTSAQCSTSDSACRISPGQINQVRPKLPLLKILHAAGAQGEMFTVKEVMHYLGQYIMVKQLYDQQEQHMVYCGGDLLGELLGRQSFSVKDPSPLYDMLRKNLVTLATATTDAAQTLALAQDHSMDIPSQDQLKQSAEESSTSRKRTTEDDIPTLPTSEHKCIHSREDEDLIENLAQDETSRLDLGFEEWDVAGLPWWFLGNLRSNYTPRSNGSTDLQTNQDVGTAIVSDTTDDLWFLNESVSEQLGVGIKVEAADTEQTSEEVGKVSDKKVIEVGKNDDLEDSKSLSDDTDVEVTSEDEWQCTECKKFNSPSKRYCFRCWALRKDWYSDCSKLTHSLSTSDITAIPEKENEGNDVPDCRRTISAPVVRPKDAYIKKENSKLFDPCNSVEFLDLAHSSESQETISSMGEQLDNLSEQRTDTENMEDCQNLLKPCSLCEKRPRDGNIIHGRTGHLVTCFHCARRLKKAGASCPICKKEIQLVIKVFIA
Target sequence (Q00987 whole entry, looked up): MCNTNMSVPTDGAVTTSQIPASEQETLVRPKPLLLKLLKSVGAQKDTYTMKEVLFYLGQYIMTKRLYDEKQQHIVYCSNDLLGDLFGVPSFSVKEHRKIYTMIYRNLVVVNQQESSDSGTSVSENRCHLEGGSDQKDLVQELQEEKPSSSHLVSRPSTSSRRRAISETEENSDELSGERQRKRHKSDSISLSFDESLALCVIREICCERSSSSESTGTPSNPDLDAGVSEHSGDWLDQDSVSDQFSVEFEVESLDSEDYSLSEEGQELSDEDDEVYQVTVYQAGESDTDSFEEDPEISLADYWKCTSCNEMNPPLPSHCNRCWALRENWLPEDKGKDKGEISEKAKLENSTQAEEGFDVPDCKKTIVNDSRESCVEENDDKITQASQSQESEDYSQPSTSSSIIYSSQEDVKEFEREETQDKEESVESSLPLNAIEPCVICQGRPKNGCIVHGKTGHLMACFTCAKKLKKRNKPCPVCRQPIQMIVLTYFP
XBP1 UPR activ: activators of adaptive arm of unfolded protein response (XBP1); CHO-XBP1 luciferase reporter, IRE1-XBP1 UPR activation, luminescence; percent of tunicamycin response, DMSO as zero; activation, % at 20 µM; 330,000 compounds, 0.33% hits; AID 463104;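 active = versus positive control, 20 µM dose yields 30% or more activation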;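 note: 100% = tunicamycin at 10 µg/mL and 0% = DMSO only wells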
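Assay system: IRE1-XBP1 luciferase reporter CHO line. Input: 1000 cells/well. Buffer or medium: F12 with 10% serum. Doses: 20 µM, 1% DMSO. Times: overnight seeding at 37 °C, 6 h compound treatment at 37 °C. Technique: Steady-Glo luciferase glow luminescence, 10 min after reagent addition.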
* marks the source's active call; other numbers are inactive results.

SMILES	APJ agonist	tim23-1 inh	CHOP UPR activ	697 NFkB inh	APJ antagonist	Jurkat NFkB inh	Mdm2-MdmX inh	XBP1 UPR activ
CN(CC(=O)Nc1c(Cl)cccc1Cl)C(=O)c1ccc2ccccc2n1	-4	11	-0.6	-17	17	-16	-5	-2
CN(CC(=O)Nc1ccc(Cl)c(C(F)(F)F)c1)C(=O)c1ccc(N2CCOCC2)c([N+](=O)[O-])c1	-5	-18	-0.3	14	-7	5	38	-6
COc1ccc(Cl)cc1NC(=S)NN1CCOCC1	-3	13	-0.2	12	10	-2	7	-2
CC(=O)Nc1ccc2c(COC(=O)CC3Sc4ccccc4NC3=O)cc(=O)oc2c1 (stereo not drawn)	-1	-8	0.6	5	1	-4	20	2
CN1CCN(C(=O)c2ccc3c(c2)N(Cc2ccccc2F)C(=O)c2ccccc2S3=O)CC1 (stereo not drawn)	-1	-105	-0.9	-6	26	6	14	-2
CCCc1cc(=O)n2[nH]c(NCc3cccs3)nc2n1	-2	6	0.8	-8	-14	11	18	0
Nc1cnn(Cc2ccccc2F)c1	-1	7	1.1	11	4	13	11	8
O=C(NCc1ccc(F)cc1)C1C2C=CC3(CN(Cc4cccnc4)C(=O)C13)O2 (stereo not drawn)	-6	-14	-2.3	16	17	10	6	0
Cc1ccnc(NS(=O)(=O)c2ccc(NC(=O)C3CCCCC3C(=O)O)cc2)n1 (stereo not drawn)	0	7	-1.3	8	-31	5	7	-3
Cc1n[nH]c(=O)n1-c1cccc(C(F)(F)F)c1	0	13	0.3	-8	-3	-3	6	0
COc1ccc2cc3cc(C(=O)NCCc4ccc(OC)c(OC)c4)oc3nc2c1	8	28	-1.1	-3	-9	-3	4	3
COc1ccc(Cc2noc(-c3ccc(C)cc3)n2)cc1	-4	8	5.6	-33	0	-10	-37	4
O=C(NCc1ccco1)c1ccc2c(c1)N(Cc1ccccc1)CCS2	1	36	-0.4	20	-1	1	-9	-3
Cc1ccc(NCc2nnc(SCC(N)=O)o2)c(C)c1	0	13	-0.6	-10	5	-22	-16	-3
CCOc1ccc(-n2c(-c3ccccc3)c[n+]3c2CCC3)cc1	-1	-1	2.2	2	-12	42	39	5
CCN1CCN(S(=O)(=O)c2ccc(S(=O)(=O)N(CC)Cc3ccccc3)cc2)CC1	1	6	-0.4	-37	13	-10	26	0
Cc1onc(-c2ccccc2)c1C(=O)NCCSCc1ccco1	-1	4	3.2	-6	-1	6	-3	1
O=S(=O)(Nc1ccc2ccccc2n1)c1ccc2c(c1)CCO2	5	32	1.3	-22	2	0	14	2
CC(C)(C)c1ccc(-c2cc(N)n[nH]2)cc1	-1	1	-7.3	44*	-10	-50	28	-5
OCCC1CN(C2CCN(c3ccccc3)CC2)CCN1Cc1ccc(F)c(F)c1 (stereo not drawn)	-3	5	-0.1	-3	-6	-3	4	-1
CCOC(=O)CNc1c(-c2ccc(F)cc2)nc2cnccn12	-3	17	-1.8	18	10	-1	36	-1
O=C(Nc1cccnc1)c1cnn2cccnc12	2	-9	-1.8	2	11	-15	16	1
O=C(Nc1ccccn1)c1ccc(S(=O)(=O)c2ccc(Cl)cc2)cc1	-6	16	1.4	-21	-7	-4	20	0
O=C(COC(=O)c1sc2ccccc2c1Cl)Nc1ncc(Cl)cc1Cl	-2	5	0.7	9	-1	5	11	2
COc1ccccc1/C=C/C=N/NC(=O)c1ccccn1	-2	11	1.6	-111	5	-103	-93	-5
O=CNC1CCCc2c1[nH]c1ccc(Cl)cc21 (stereo not drawn)	-1	33	-1.9	0	-3	-1	21	3
COc1cccc(OC)c1C(=O)N1CCN(c2c(Cc3ccccc3)c(C)nc3ncnn23)CC1	-3	-11	1.7	23	5	7	31	2
CCOC(=O)N1CCC(N(CCN(C)C)C(=S)Nc2ccccc2OC)CC1	-1	10	1.5	15	-14	12	-18	2
COc1ccc(C(=O)Nc2ccncc2)cc1OC	-2	-9	-1.2	6	8	9	19	-2
CSc1nc(C)cc(OCCNS(=O)(=O)c2cc(C)ccc2C)n1	-6	3	-1.8	-6	-1	-8	27	-4
COc1cc(NC(=O)c2cccs2)ccc1NC(=O)c1cc2ccccc2o1	-2	0	38	-15	6	4	89*	69*
CCCOc1ccc(/C=c2\sc3nc(-c4ccco4)nn3c2=O)cc1OCC	-4	-2	-0.5	-8	-4	3	12	-3
O=C(NCCc1ccccc1)NC(Cc1ccccc1)C(=O)O (stereo not drawn)	0	22	0.3	7	20	-21	-23	-7
Clc1c(-c2nnc3n2CCCCC3)sc2ccccc12	-4	16	1.9	1	5	-8	16	4
CCOc1ccc(NS(=O)(=O)c2ccc3c(c2)N(C(C)=O)CC3)cc1	-2	-2	-1.0	-18	-4	13	21	-6
O=C1NC(=O)C(c2ccccc2[N+](=O)[O-])=C1Nc1ccc(O)c(Cl)c1	7	-5	0.2	14	3	-8	15	-5
COc1ccc(NS(=O)(=O)c2cc(Br)cc3c2N(C(C)=O)CC3)cc1	-2	10	2.0	-38	14	30	45	5
COc1ccccc1OCCNC(=O)c1cccc(S(=O)(=O)N2CCN(Cc3ccccc3)CC2)c1	-1	-6	4.1	6	20	1	28	-1
CN(C)S(=O)(=O)c1ccc(NC(=O)N2CCN(c3cccc(C(F)(F)F)c3)CC2)cc1	7	4	12	-36	-12	17	21	0
Cc1ccc(Oc2nc3c(C)cccn3c(=O)c2/C=C(\C#N)C(N)=O)cc1	4	23	3.8	2	13	-10	12	5
CCOc1ccc(NS(=O)(=O)c2cc3c4c(c2)CCN4C(=O)CC3)cc1	4	17	2.2	20	-46	-3	14	-4
c1cn(CCCNC2=NCCCCC2)cn1	1	5	-0.1	16	-6	-18	30	-1
CCOC(=O)C1(CCCc2ccccc2)CCN(Cc2cnc(C)s2)CC1	-2	26	1.0	-50	5	8	13	-3
Cc1ccccc1OCC(=O)OC(C)CN1CCN(C)CC1 (stereo not drawn)	0	10	-1.5	4	-8	3	-47	-1
O=C(Nc1nccs1)C1CC(=O)N(c2ccc(Cl)cc2)C1 (stereo not drawn)	-3	12	0.8	2	-10	6	0	-1
CC(OC(=O)CCC1CCCC1)C(=O)Nc1ccccc1[N+](=O)[O-] (stereo not drawn)	2	-4	0.5	3	-11	14	6	-5
C/C(=N\N1CCN(C2c3ccccc3-c3ccccc32)CC1)c1ccco1	-4	19	-1.5	-4	11	-4	9	-4
CCCc1cc(=O)oc2cc(C)cc(OCC(=O)NCc3ccncc3)c12	-1	-6	1.2	17	5	6	14	-6
COCCN1Cc2cccc(C(=O)Nc3cccc(OC)c3)c2C1=O	-1	-16	2.1	4	0	11	-18	-3
COc1cccc(CN(C)C(=O)c2ccc(NS(=O)(=O)c3ccc(F)cc3)cc2)c1OC	12	22	-0.1	-21	-60	-6	-24	-2
C[C@H](CO)N1C[C@H](C)[C@H](CN(C)C(=O)Nc2ccc(C(F)(F)F)cc2)Oc2c(NC(=O)c3ccncc3)cccc2C1=O	-2	9	0.1	-7	-2	1	-16	-1
Cc1nn(-c2ccccc2)c(NC(=O)c2cccs2)c(-c2ccc(Cl)cc2)c1=O	-1	-5	-0.4	1	19	6	13	-4
CCOc1ccc(N(CC(=O)Nc2ccccc2OC)S(=O)(=O)c2ccccc2)cc1	-3	29	2.6	-9	24	50	58*	27
Cc1cc(=O)[nH]c(-c2ccc(Cl)cc2)n1	3	-5	-0.6	10	7	4	17	0
CN1CCN(C(=O)C2=C[C@H](c3ccccc3)C[C@H](OCc3ccc(CO)cc3)O2)CC1	3	13	-0.4	1	21	14	24	-1
Cc1cccc(C)c1OCC(O)CN (stereo not drawn)	-3	24	-1.7	-69	-7	-73	-3	-2
CN(CCC1CCOCC1)C(=O)CC1C(=O)NCCN1Cc1cccc(F)c1 (stereo not drawn)	1	-8	-0.7	3	4	7	13	-3
Cc1nc(-c2cccc(NC(=O)c3cc4cc(Br)ccc4oc3=O)c2)cs1	-3	10	2.0	-1	8	14	2	2
O=C(COC(=O)CCNS(=O)(=O)c1cccc(C(F)(F)F)c1)NC(=O)NC1CCCCC1	-4	9	-1.1	16	3	10	-12	-4
COc1ccc(N2C(=S)NC3c4cc(Cl)ccc4OC2(C)C3C(=O)N(C)C)cc1 (stereo not drawn)	-4	5	1.4	0	29	8	21	-3

Profiles, looked up by structure:
Listed for COc1ccc(N2C(=S)NC3c4cc(Cl)ccc4OC2(C)C3C(=O)N(C)C)cc1 (stereo not drawn) → APJ agonist = -4; tim23-1 inh = 5; CHOP UPR activ = 1.4; 697 NFkB inh = 0; APJ antagonist = 29; Jurkat NFkB inh = 8; Mdm2-MdmX inh = 21; XBP1 UPR activ = -3
Listed for Cc1cccc(C)c1OCC(O)CN (stereo not drawn) → APJ agonist = -3; tim23-1 inh = 24; CHOP UPR activ = -1.7; 697 NFkB inh = -69; APJ antagonist = -7; Jurkat NFkB inh = -73; Mdm2-MdmX inh = -3; XBP1 UPR activ = -2
Listed for Cc1nn(-c2ccccc2)c(NC(=O)c2cccs2)c(-c2ccc(Cl)cc2)c1=O → APJ agonist = -1; tim23-1 inh = -5; CHOP UPR activ = -0.4; 697 NFkB inh = 1; APJ antagonist = 19; Jurkat NFkB inh = 6; Mdm2-MdmX inh = 13; XBP1 UPR activ = -4

Other entries follow:
SMILES	APJ agonist	tim23-1 inh	CHOP UPR activ	697 NFkB inh	APJ antagonist	Jurkat NFkB inh	Mdm2-MdmX inh	XBP1 UPR activ
Cc1nc2cc(-c3ccc(F)cc3)[nH]n2c(=O)c1C	0	-14	4.8	-72	3	-77	-23	-5
CCC(=O)Nc1ccc(Oc2ccc3c(c2)C(=O)N(c2ccc(O)cc2)C3=O)cc1	-4	-26	-1.9	13	6	13	12	-1
CCOC(=O)c1c(NC(=O)CN2CCC(C)CC2)sc(C)c1C	-3	28	-0.4	4	-7	-7	-26	1
CCOc1ccc(N=C(NN)c2ccc3ccccc3n2)cc1	-1	23	3.6	-252	-18	13	-8	-1
CCn1cc(C2C3=C(CC(C)(C)CC3=O)N(c3ccccc3)C3=C2C(=O)CC(C)(C)C3)c(C)n1	-3	24	0.7	-4	-13	13	-16	0
COc1cc(NC(=O)COC(=O)C=C(C)C)c(C)cc1[N+](=O)[O-]	-3	13	0.9	18	-6	-1	13	-1
NC(=S)Nc1ccc(Oc2ccc(NC(N)=S)cc2)cc1	-6	9	-0.2	4	11	10	2	-3
N#Cc1ccsc1NC(=O)CCc1ccccc1	-1	19	3.8	-4	-16	-7	12	-2
CC(Sc1nc(N(C)C)nc(N2CCOCC2)n1)C(=O)Nc1ccccc1 (stereo not drawn)	-1	24	-0.9	-8	9	8	28	-1
CN(c1ccccc1)S(=O)(=O)c1ccc2c(c1)OCCO2	1	31	0.4	-20	-18	-16	-14	-1
Cn1c(=O)c2sccc2n2c(CCCC(=O)N3CCN(c4ccccn4)CC3)nnc12	-3	12	-0.6	-5	1	-11	26	-4
CCN(CC)C(=O)CC(c1ccc(N(C)C)cc1)c1c(OC)cc(OC)c2ccc(=O)oc12 (stereo not drawn)	3	10	0.2	18	15	-10	5	1
O=c1[nH]c(CSc2nnnn2-c2ccccc2)nc2ccccc12	-1	9	-2.0	-2	7	6	-6	-3
Cc1ccc(CNC(=O)CCC(=O)Nc2nnc(C3CCCCC3)s2)cc1	1	9	-1.9	-2	9	21	19	-2
CCCCCCNC(=O)Cc1nc2nc(C)cc(C)n2n1	-3	4	-1.3	4	-1	9	-8	3

Source: PubChem (Sanford-Burnham Center for Chemical Genomics)
